TDP-43 yeast inh: rescues yeast growth from TDP-43 toxicity | actives 1.8% (n = 410,000) | TDP-43 expressing yeast growth rescue, BacTiter-Glo, 24 h | Potency, µM (doses to about 46.1 µM), without a hit: at the highest dose growth rescue (activation), most hits filed as activators; note: % of control where 0% means no effect; nearly all actives have a fitted effect of over 50% in size
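Galactose-induced TDP-43 yeast, OD600=0.02, compound pinned; 24 hr, 30 deg C; BacTiter-Glo luminescence for growth. Inhibitors of TDP-43 toxicity read as activators.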
EPAC2 antag: blocks human EPAC2 exchange factor | Q8WZA2 | EPAC2 GEF exchange of Rap1B-BODIPY-GDP, fluorescence | Potency, µM (top dose mostly 114 µM), for inactives: top-dose activity, negative = inhibition, most hits filed as inhibitors | actives 0.18% (n = 360,000) | AID 720708; note: % is set by controls: 0 for no effect and ±100 for the full control effect; nearly all actives have a fitted effect of over 45% in size; many of its hits are not listed in these tables
Target sequence (Q8WZA2 whole entry, looked up): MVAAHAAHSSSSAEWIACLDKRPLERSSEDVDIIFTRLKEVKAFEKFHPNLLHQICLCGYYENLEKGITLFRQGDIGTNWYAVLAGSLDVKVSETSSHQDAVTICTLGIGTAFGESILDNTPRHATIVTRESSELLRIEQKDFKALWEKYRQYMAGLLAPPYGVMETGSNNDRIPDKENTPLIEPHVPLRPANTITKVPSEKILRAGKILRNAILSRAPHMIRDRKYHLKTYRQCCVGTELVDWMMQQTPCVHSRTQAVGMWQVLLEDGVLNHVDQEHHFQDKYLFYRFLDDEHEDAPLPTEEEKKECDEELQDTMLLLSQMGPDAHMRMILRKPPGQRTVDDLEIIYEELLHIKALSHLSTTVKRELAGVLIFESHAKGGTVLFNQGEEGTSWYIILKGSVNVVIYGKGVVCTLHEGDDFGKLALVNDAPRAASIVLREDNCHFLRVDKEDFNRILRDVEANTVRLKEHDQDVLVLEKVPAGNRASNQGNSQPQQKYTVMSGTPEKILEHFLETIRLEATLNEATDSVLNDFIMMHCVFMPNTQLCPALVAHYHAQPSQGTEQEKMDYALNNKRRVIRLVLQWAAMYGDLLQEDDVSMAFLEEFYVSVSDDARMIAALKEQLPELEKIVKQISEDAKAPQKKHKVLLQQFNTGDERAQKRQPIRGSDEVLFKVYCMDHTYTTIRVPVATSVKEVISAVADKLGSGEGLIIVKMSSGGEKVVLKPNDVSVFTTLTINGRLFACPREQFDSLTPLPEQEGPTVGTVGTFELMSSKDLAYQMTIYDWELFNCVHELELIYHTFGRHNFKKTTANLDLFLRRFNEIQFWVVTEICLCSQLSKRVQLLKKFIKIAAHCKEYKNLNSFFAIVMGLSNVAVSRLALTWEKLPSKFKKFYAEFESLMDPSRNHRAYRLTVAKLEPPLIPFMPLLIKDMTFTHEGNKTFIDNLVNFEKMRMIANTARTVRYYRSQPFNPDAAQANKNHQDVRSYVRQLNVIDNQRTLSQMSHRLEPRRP
EPAC2 agonist: activates human EPAC2 exchange factor | Q8WZA2 | EPAC2 activation, biochemical qHTS; response scale: 100% = 6.5 mM cAMP response | Potency, µM (doses to about 154 µM), without a hit: top-dose activation, actives largely listed as activators | actives 0.079% (n = 360,000) | AID 720711; note: nearly all actives have a fitted effect of over 50% in size
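EPAC2 (100 nM) mixed with Rap1B loaded with BODIPY-GDP (250 nM) plus 50 uM unlabeled GDP; compounds pinned in, 5 min RT, then read every 5 min for 30 min (ex 480, em 540 nm). Normalized to cAMP control.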
EPAC1 antagonist: antagonists of human EPAC1; Potency, µM (doses to about 115 µM), inactives show at the top dose activity change, negative = inhibition, usual class: inhibitors; EPAC1 GEF assay, Rap1b-BODIPY-GDP exchange fluorescence; O95398; actives 0.14% (n = 360,000);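 note: plate controls were vehicle for no effect and positive control for full effect; nearly all actives have a fitted effect of over 50% in size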
aSyn rescue: alpha-synuclein toxicity inhibition in yeast; actives 0.14% (n = 370,000); Yeast expressing alpha-synuclein, growth rescue, BacTiter-Glo, 24 h; Potency, µM (doses to about 46.1 µM), for inactives: at the highest dose growth rescue (activation), most hits filed as activators; note: % of control where 0% means no effect; nearly all actives have a fitted effect of over 65% in size
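Screening used galactose-induced yeast with toxic alpha-synuclein levels, exposed to compound for 24 hr at 30 deg C. Cell growth, read with BacTiter-Glo luminescence, gave the measured signal.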
PTHR1 ag: PTHR1 (human) receptor agonism; HEK293 GP2 PTHR1 cells, GloSensor cAMP luminescence, 1 h; Q03431; Potency, µM (titrated, usually from 115 µM), for the others: at the highest dose activation, hits mostly activators; actives 0.075% (n = 410,000); note: nearly all actives have a fitted effect of over 55% in size; some results filed as inactive show a strong effect at the top dose; inactives centre near -15; many of its hits are not listed in these tables
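HEK-293-derived GP2 cells expressing PTHR1 and a GloSensor cAMP reporter, 3,000/well, plated overnight, given luciferin plus IBMX (each 0.5 mM as added) for 1 h at 37 °C, then compound for 1 h at 37 °C. Luminescence was read after 15 min at room temperature.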
FUS yeast rescue: rescues growth of FUS-expressing yeast; S. cerevisiae FUS-expressing, growth rescue, OD600, 24 h; Potency, µM (highest dose often 76.6 µM), for the others: top-dose growth rescue (activation), actives largely listed as activators; actives 0.24% (n = 390,000);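 note: plate controls were DMSO vehicle for no effect and reference control for full effect; nearly all actives have a fitted effect of over 55% in size; some results filed as inactive show a strong effect at the top dose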
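Absorbance at 600 nm, taken 24hr after compound addition, measured rescue of FUS-yeast growth at 30C. Induction used 2% galactose with seeding at OD 0.005. Controls: CP55940 from 92uM final, DMSO only.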
EPAC1 ag: agonists of human EPAC1. O95398. EPAC1 agonist qHTS, biochemical assay; response scale: 100% = response to 6.5 mM cAMP. Potency, µM (highest dose often 154 µM), for inactives: top-dose activation, most hits filed as activators. actives 0.073% (n = 360,000). AID 720707; note: nearly all actives have a fitted effect of over 60% in size
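Read-out is the fluorescence drop as BODIPY-GDP leaves Rap1B (480 nm excitation, 540 nm emission), recorded every 5 minutes over 30 minutes. Reactions held 100 nM EPAC1, 250 nM Rap1B–BODIPY-GDP and 50 uM GDP, with 6.5 mM cAMP setting full activation.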
The depositor's hits bear a star; i = inactive; ? = inconclusive; nt = no result given; [ ] = remark or other dose. Calls come from the whole dose curve; as a rule, active = well fitted curve in the direction sought with a large enough effect; inconclusive = small, poorly fitted or top-dose-only effect, or another doubt; inactive = no such curve, though single readings can be large; an effect the other way counts as inactive or inconclusive. Potency is the fitted concentration of half-maximal effect.

SMILES | TDP-43 yeast inh | EPAC2 antag | EPAC2 agonist | EPAC1 antagonist | aSyn rescue | PTHR1 ag | FUS yeast rescue | EPAC1 ag
Cc1cccc(N2CC(C(=O)Nc3ccc(N4CCOCC4)cc3)CC2=O)c1C (centres undefined) | -14% | 26% | 11% | 4% | 0% | -24% | nt | 5%
Cc1ccc(C(c2nnnn2C2CCCCC2)N2CCN3CCCC3C2)cc1 (centres undefined) | 9% | -4% | 11% | -4% | 1% | i | 23% | 10%
COCCCn1c(=O)/c(=C\c2ccc(OC(F)F)c(OC)c2)s/c1=C(/C#N)C(N)=O | 5% | 19% | -11% | -7% | 11% | -24% | -24% | ?
COc1ccc(CC(=O)N2CCN(c3ccccc3OC)CC2)cc1 | -7% | -10% | 8% | 1% | 0% | -11% | 20% | 17%
CC(C)(C)OC(=O)N1CCCC(C(=O)Nc2ccc(C(=O)NCc3ccccc3)cc2)C1 (centres undefined) | 15% | 1% | -5% | 5% | -2% | i | 6% | -12%
O=C(COC(=O)CNS(=O)(=O)/C=C/c1ccccc1)Nc1cccc2ccccc12 | 19% | 2% | -2% | 3% | -1% | i | 9% | 0%
C/C(=N\NC(=O)Cc1ccc(Cl)cc1)c1cccc(NC(=O)c2cccnc2)c1 | 0% | -5% | 7% | -14% | -8% | i | 31% | -5%
O=C(Nc1nc(=O)n(C(=O)c2cccc(C(F)(F)F)c2)s1)c1ccccc1 | -11% | -17% | 10% | -8% | 0% | -7% | -9% | 4%
O=C(O)c1cc2ccccc2c(N=Nc2cccnc2)c1O | 22% | -28% | -2% | 8% | 10% | -11% | 3% | 0%
CC(=O)N1C[C@H]2CON(C)[C@H]2C[C@H]1c1cccc(-c2cc(Cl)cc(Cl)c2)c1 | 18% | -27% | 13% | -15% | 1% | -4% | 35% | -12%
Cc1ccccc1SCC(=O)NC1CCOC1=O (centres undefined) | -9% | -3% | 11% | 11% | 1% | i | 5% | 3%
O=C1NC(Cc2ccc(O)cc2)c2nc3cc(F)ccc3c(=O)n2-c2cc3ccccc3cc21 (centres undefined) | ? | 0% | 11% | -9% | 15% | -14% | ? | -15%
Cc1n[nH]c(=O)c2c(NC(=O)CSc3ncccn3)oc(C)c12 | -2% | -5% | 1% | 0% | -1% | i | 6% | -2%
CC1(C#N)c2ccccc2C(Br)=CN1C(=O)c1ccccc1 (centres undefined) | -4% | ? | 25% | -8% | 10% | -20% | -28% | 1%
O=C(CSc1nnc(Nc2ccccc2)s1)NN1C(=O)NC2(CCCCC2)C1=O | -5% | 19% | 1% | -8% | -14% | i | nt | -7%
Cn1nnc(NC(=O)c2cccc(F)c2)n1 | 1% | 5% | 10% | 2% | 0% | -42% | 4% | 4%
CCn1c(C)cc(/C=C2/NC(=O)N(Cc3ccccc3F)C2=O)c1C | -16% | -1% | 6% | 0% | 2% | -10% | 24% | -1%
Cc1ccnc(SC2CC(=O)N(c3ccccc3)C2=O)n1 (centres undefined) | 9% | 5% | 8% | 20% | 15% | -17% | -26% | 7%
C/C(=N/OC(=O)c1ccc(Br)cc1)c1ccc(C)cc1 | ? | 0% | -1% | 0% | -9% | i | -2% | 3%
COCCCNC(=S)N(CCCN(C)C)Cc1cc2cc3c(cc2[nH]c1=O)OCCO3 | 23% | -3% | 8% | 13% | 3% | -24% | -8% | 14%
CCOC(=O)CSc1nc2sc(C)c(C)c2c(=O)n1C | 11µM* | 9% | 1% | 3% | 0% | -6%[57.5 µM] | 1% | 0%
Cc1cc(C)nc(SCc2nnc(SCC(=O)O)n2-c2ccccc2)n1 | 12% | 7% | -7% | -5% | -9% | i | 10% | -9%
O=C(CN(C(=O)CNS(=O)(=O)c1ccccc1)c1ccc2c(c1)OCCO2)NC1CCCCC1 | 10% | -3% | -7% | -10% | 9% | i | 14% | 5%
O=C(O)c1ccc(NS(=O)(=O)c2ccc(Cl)c(C(=O)Nc3ccccc3[N+](=O)[O-])c2)cc1 | 12% | -1% | 6% | 2% | 1% | -92%[inhibitor] | -5% | 13%
CC(NC(=O)c1ccnc(C(C)(C)C)c1)c1ccccc1 (centres undefined) | 13% | 5% | 12% | 2% | 4% | -6%[57.5 µM] | 22% | 4%
N#CCSc1nnc(COc2cccc3ccccc23)n1-c1ccccc1 | 20µM* | -5% | 8% | 6% | 0% | i | 43% | 15%
O=C1C=C(c2cccc3c2Oc2ccccc2S3)C[C@@H](c2ccc(Cl)cc2)C1 | -4% | 10% | 2% | 7% | 1% | -44%[inhibitor] | 25% | 8%
O=C(CN(C(=O)CCC(=O)Nc1nccs1)c1ccccc1F)NCC1CCCO1 (centres undefined) | 2% | 0% | 3% | 1% | 0% | -14% | -29% | -2%
CCCC(=O)Nc1ccc(C(=O)Nc2nnc(COC)s2)cc1 | -2% | 5% | 2% | ? | -4% | -21%[57.5 µM] | 24% | 0%
C/C(CC(=O)Nc1ccc2c(c1)OCCO2)=N\NC(=O)c1ccccn1 | 22% | -1% | 4% | -12% | 4% | i | -22% | -7%
COc1ccc(S(=O)(=O)N2CCOCC2)cc1NC(=O)c1c(-c2ccccc2)noc1C | -3% | 0% | -1% | -9% | -4% | -22% | 27% | 11%
CCCN1CCN(CCCNC(=O)C2CCCN(c3nnc(-n4cccc4)s3)C2)CC1 (centres undefined) | 5% | 5% | -6% | 15% | -11% | i | 28% | -5%
O=C(Cn1c(COc2ccccc2)nc2ccccc21)Nc1cc(Cl)cc(Cl)c1 | -9% | -10% | -9% | 7% | 0% | i | 15% | -9%
CN(CCOc1ccccc1)S(=O)(=O)c1ccccc1C#N | 0% | -12% | 13% | -14% | 11% | -4% | 9% | 0%
CC12CN(NC(=O)c3ccc(Cl)cc3)C3(C#N)CC1CCC23C (centres undefined) | 2% | -2% | ? | -20% | 11% | -5% | 18% | 1%
COc1ccc(C)cc1S(=O)(=O)N(CC(=O)O)c1ccc(C)cc1 | -8% | -4% | 6% | 0% | 3% | i | -8% | 6%
CCOC(=O)CNC(=O)C1COc2ccccc2O1 (centres undefined) | 11% | -2% | 2% | -9% | 1% | i | 2% | 8%
CCOC(=O)C1CCCN(C2CCN(Cc3nc(Cc4ccccc4)no3)CC2)C1 (centres undefined) | 0% | 6% | 8% | 8% | -3% | -8% | -2% | -2%
COc1ccc(-c2noc(CCCC(=O)NCCc3ccccc3)n2)cc1OC | ? | 9% | 4% | 11% | 13% | -6%[57.5 µM] | 14% | -9%
Cc1ccc(C(C(=O)NC(C)(C)C)N(CC2CCCO2)C(=O)CCC(=O)Nc2ccccn2)cc1 (centres undefined) | 0% | 1% | -1% | 4% | 0% | -17% | ? | -10%
Cc1cc(C)c2c(=O)n(CC(=O)Nc3cccc(Cl)c3C)sc2n1 | -14% | 6% | 0% | -4% | -46%[inhibitor] | i | 10% | 6%
Cc1ccc(NC(=O)C2CCN(S(=O)(=O)c3c(C)n[nH]c3C)CC2)nc1 | 10% | -4% | 3% | 5% | -1% | -4% | -14% | -7%
O=C(NCCc1c[nH]c2ccccc12)c1ccco1 | 11% | -5% | 11% | 0% | -4% | -29% | -12% | -11%
O=C(Cc1ccccc1)c1nc2ccccc2s1 | 19% | -3% | 16% | -28% | -19% | i | nt | 5%
CC(C)C[C@@H](CO)N1CCN(Cc2ccccc2)CCC1=O | 22% | 16% | 2% | -1% | 0% | -15% | -9% | -10%
CN(C)C(=O)NC1c2ccccc2-c2ccccc21 | -8% | 2% | 6% | 2% | 0% | i | -10% | -1%
Cc1cc(=O)[nH]c(-n2ncc(C#N)c2N)n1 | 20% | -2% | 0% | -6% | 0% | i | -9% | -2%
COCCn1c(=S)[nH]c2cc(C(=O)NCc3ccccc3)ccc2c1=O | -1% | 11% | -1% | -15% | -4% | i | -27% | -2%
Fc1ccc(-n2c(-c3ccc4c(c3)OCO4)n[nH]c2=S)cc1Cl | 27% | 4% | -1% | 12% | 4% | -20% | nt | 10%
Cc1cc(C)n(C(=O)c2ccc(Cn3nc(C)c(Br)c3C)o2)n1 | -4% | 3% | 3% | -21% | nt | i | -2% | 0%
COc1ccc(Cl)cc1NC(=O)N1CCN(CCc2ccccc2)CC1 | -22% | -1% | 0% | -24% | -1% | i | 11% | 0%
CCCCC(CC)CO (centres undefined) | -2% | 1% | 6% | 10% | -3% | -15% | -8% | -17%
CCCN1Cc2cccc(C(=O)NCc3cccs3)c2C1=O | 6% | 8% | 5% | 4% | -10% | i | 9% | 5%
CCCNC(=O)C1(C)CCCN(C/C=C/c2ccccc2)C1 (centres undefined) | 9% | -6% | 12% | 14% | -11% | -5% | -5% | -4%
COc1cc(NC(=O)c2ccccc2)c(OC)cc1Cl | 23% | -11% | ? | -13% | -3% | -1%[57.5 µM] | 1% | 0%
Cc1nc(SCC(=O)NCc2ccc3c(c2)OCO3)c(C#N)c2c1CCCC2 | ? | 0% | -5% | -2% | 18µM* | i | 1% | 2%
CC(C)N(Cc1nc(-c2ccc(Cl)cc2)no1)C(=O)C(c1ccccc1)c1ccccc1 | -9% | -10% | 14% | -3% | -2% | -59% | 43% | 12%

High-throughput results: PubChem BioAssay, National Center for Advancing Translational Sciences (NCATS)

This is a subset (hit frequency here may not be typical).
